From PubChem BioAssay
Bim-Bcl-B = inhibitors of Bim-Bcl-B binding, primary screen, biochemical, multiplexed, human Bcl-2 family. 0.073% of 190,000 active. inhibition, % at 10 µM. bead-based flow cytometry, Bim peptide-Bcl-B binding. Bcl-2-like protein 10 (Homo sapiens), Q9HD36;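 also: 0% = tracer peptide without compound and 100% = reference inhibitor peptide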
RGS8-Gao reg = RGS8-Galphao binding modulators, primary screen, biochemical, multiplexed bead flow cytometry; 0.34% of 220,000 active; response (percent of control binding), % at 10 µM; AID 1423, 2008; actives lie on both sides; Guanine nucleotide-binding protein G(o) subunit alpha (Homo sapiens), P09471; in the data active = response below about 60% or above about 140%; inactive = in between;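 also: Galphao activated as the GDP aluminium fluoride complex binding bead-coupled RGS8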
Bim-Bcl-XL = inhibitors of Bim-Bcl-XL binding, primary screen, biochemical, multiplexed, bead flow cytometry, human Bcl-XL | Bcl-2-like protein 1 (Homo sapiens), Q07817 | Bim peptide-Bcl-XL binding, fluorescence | inhibition, % at 10 µM | 0.04% of 190,000 active
Bim-Bcl-2 = inhibitors of Bim-Bcl-2 binding, primary screen, biochemical, multiplexed, human Bcl-2 family. Bead-based flow cytometry, Bim peptide-Bcl-2 binding. inhibition, % at 10 µM. 0.06% of 190,000 active; in the data active = inhibition above about 40%; inconclusive = no clear call, values can overlap the other calls;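 also: 0% = no compound wells with probe peptide and 100% = reference peptide inhibitor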
Target sequence (P10415 whole entry, looked up): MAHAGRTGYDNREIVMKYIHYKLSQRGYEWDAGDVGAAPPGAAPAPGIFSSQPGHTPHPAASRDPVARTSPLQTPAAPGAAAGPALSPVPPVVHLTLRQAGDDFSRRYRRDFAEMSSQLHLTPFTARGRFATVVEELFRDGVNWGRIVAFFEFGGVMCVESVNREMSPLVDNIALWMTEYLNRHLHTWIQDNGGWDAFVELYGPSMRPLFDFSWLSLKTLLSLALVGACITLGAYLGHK
ABCB1 inh = ABCB1 efflux pump inhibitors, primary screen, cell-based, multiplex, flow cytometry, ABCG2 counter-screen | CCRF-Adr cells, JC-1 efflux | inhibition, % at 6.6 µM | 0.067% of 190,000 active; in the data active = inhibition above about 40%;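 also: 0% = vehicle and 100% = reference inhibitor; higher value means more JC-1 retained so stronger ABCB1 efflux block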
Bim-Bfl-1 = inhibitors of Bim binding to Bfl-1, primary screen, biochemical, multiplexed, bead-based flow cytometry. Bim-Bfl-1 binding inhibition. inhibition, % at 10 µM. 0.12% of 190,000 active. AID 1008, 2008;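 also: 0% = wells without compound plus tracer and 100% = blocker peptide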
Bcl-W Bim block = inhibitors of Bim binding to Bcl-W, primary screen, biochemical, multiplexed, bead-based flow cytometry | Bim peptide-Bcl-W binding | inhibition, % at 10 µM | AID 952, 2007 | 0.02% of 190,000 active | Bcl-2-like protein 2 (Homo sapiens), Q92843;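 also: 0% = bound tracer without compound and 100% = peptide blocker; higher means less fluorescent Bim peptide bound to Bcl-W beads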
Target sequence (Q92843 whole entry, looked up): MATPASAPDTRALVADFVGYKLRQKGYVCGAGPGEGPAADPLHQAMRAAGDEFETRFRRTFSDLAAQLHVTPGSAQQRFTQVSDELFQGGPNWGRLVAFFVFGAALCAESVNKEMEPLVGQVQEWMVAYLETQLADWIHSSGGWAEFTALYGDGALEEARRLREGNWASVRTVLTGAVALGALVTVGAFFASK
GSH bead fluor = compound fluorescence on glutathione beads, profiling panel, artefact control, biophysical, 488/530 nm, flow cytometry. GSH beads flow cytometry, compound fluorescence 488/530 nm; active compounds read high. fluorescence (KMESF) at 10 µM. 0.25% of 190,000 active. AID 1776, 2009; in the data active = fluorescence above about 89;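 also: glutathione beads carrying GST-tagged Bcl family fusion proteins plus one bare bead set; values are compound well signal with DMSO vehicle wells as background; inactives centre near 16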
RGS7-Gao reg = RGS7-Galphao binding modulators, primary screen, biochemical, multiplexed bead flow cytometry. actives lie on both sides. 0.35% of 220,000 active. binding response (% of control), % at 10 µM. Guanine nucleotide-binding protein G(o) subunit alpha (Homo sapiens), P09471. AID 1439, 2008; in the data active = binding response below about 49% or above about 150%; inconclusive = no clear call, values can overlap the other calls; inactive = in between;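 also: fluorescent Galphao held in activated GDP-AlF4 state binding bead-coupled RGS7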
ABCG2 inh = ABCG2 efflux pump inhibitors, primary screen, multiplex with ABCB1, IgMXP3 cells, flow cytometry; JC-1 efflux; 0.1% of 190,000 active; Broad substrate specificity ATP-binding cassette transporter ABCG2 (Homo sapiens), Q9UNQ0; inhibition, % at 6.6 µM;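 active = inhibition above 80%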;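 also: 0% = DMSO and 100% = nicardipine control wells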
Target sequence (Q9UNQ0 whole entry, looked up): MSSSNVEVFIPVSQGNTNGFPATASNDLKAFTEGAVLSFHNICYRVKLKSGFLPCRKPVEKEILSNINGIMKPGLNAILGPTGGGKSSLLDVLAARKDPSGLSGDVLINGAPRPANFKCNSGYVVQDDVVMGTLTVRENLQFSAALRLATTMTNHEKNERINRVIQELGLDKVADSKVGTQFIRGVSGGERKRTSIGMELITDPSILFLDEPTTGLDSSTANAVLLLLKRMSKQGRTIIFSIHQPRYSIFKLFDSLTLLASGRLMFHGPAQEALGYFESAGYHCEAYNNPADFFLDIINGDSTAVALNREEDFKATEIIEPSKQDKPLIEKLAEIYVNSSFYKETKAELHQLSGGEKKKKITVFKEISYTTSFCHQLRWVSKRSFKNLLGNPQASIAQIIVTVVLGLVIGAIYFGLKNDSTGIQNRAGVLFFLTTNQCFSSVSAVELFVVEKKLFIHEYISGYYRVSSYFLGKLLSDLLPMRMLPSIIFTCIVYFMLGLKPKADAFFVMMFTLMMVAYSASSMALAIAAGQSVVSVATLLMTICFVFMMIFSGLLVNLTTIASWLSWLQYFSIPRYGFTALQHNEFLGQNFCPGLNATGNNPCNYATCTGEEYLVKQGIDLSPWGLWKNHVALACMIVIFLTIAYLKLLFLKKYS
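Test system: ABCG2 IgMXP3 and barcoded ABCB1 CCRF-Adr cell mix; Schedule: cells with compound and JC-1, 10 min at 25 °C, rotating, no wash; Technique: flow cytometry of retained JC-1 fluorescence; Measure: % inhibition of efflux relative to nicardipine and DMSO; Controls: nicardipine high and DMSO low controls.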
RGS4-Gao reg = modulators of RGS4 binding to Galphao, primary screen, biochemical, multiplexed bead flow cytometry; Guanine nucleotide-binding protein G(o) subunit alpha (Homo sapiens), P09471; actives lie on both sides; binding response (% of control), % at 10 µM; 0.33% of 220,000 active; AID 1415, 2008; in the data active = binding response below about 49% or above about 150%; inactive = in between;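 also: fluorescent Galphao activated with aluminum fluoride binding bead-coupled RGS4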
Active calls of the source: *; ? = inconclusive. Rule as the data show it, unless noted: active = inhibition above about 40%.

SMILES | Bim-Bcl-B | RGS8-Gao reg | Bim-Bcl-XL | Bim-Bcl-2 | ABCB1 inh | Bim-Bfl-1 | Bcl-W Bim block | GSH bead fluor | RGS7-Gao reg | ABCG2 inh | RGS4-Gao reg
COc1ccc(/C=C2\CCCC3C2=NN(C(=O)COC(=O)CNC(=O)c2ccccc2)C3c2ccc(OC)cc2)cc1 (stereo not given) | 2 | 99 | 3 | -7 | 2.4 | -2 | 14 | 23 | 104 | 2 | 100
CCCCOC(=O)C1CN(c2ccccc2)N=C1C(=O)OCC (stereo not given) | -7 | 102 | -8 | -10 | 0.6 | -18 | -7 | 14 | 98 | 2 | 102
O=C(NC1CCCCCC1)c1ccc(CN2CCOCC2)cc1 | 1 | 101 | 1 | -1 | -5.4 | -3 | 1 | 29 | 101 | -4 | 102
CS(=O)(=O)c1ccc2nc(NC(=O)c3cc4ccccc4o3)sc2c1 | -2 | 100 | -1 | 2 | -0.3 | 1 | -4 | 20 | 100 | -1 | 99
Cc1cc(NC(=O)COC(=O)c2oc3c(Cl)cccc3c2C)no1 | -4 | 98 | -2 | -3 | -0.1 | -10 | -1 | 11 | 89 | 1 | 89
CCN1CCN(c2cc(C)c3cc(NC(=O)Cc4ccccc4OC)ccc3n2)CC1 | -5 | 116 | 1 | -3 | 3.8 | 2 | 0 | 31 | 110 | 3 | 105
O=C(CSc1nnnn1Cc1ccccc1)NCCc1ccccc1 | -8 | 99 | 4 | -11 | 0.6 | -18 | 0 | 26 | 101 | 2 | 98
CCOc1ccc(CCNC(=O)c2cc3c(C)nccc3[nH]c2=O)cc1OCC | -4 | 100 | 0 | -2 | 1.8 | -4 | -1 | 14 | 104 | 4 | 103
CC/C(=N\NC(=O)c1cc(C)nc2ccccc12)c1ccc(C)s1 | -3 | 101 | -3 | -5 | 0.2 | 1 | 0 | 7 | 97 | -1 | 99
Cc1nn(C)cc1NC(=O)c1nn(C)cc1[N+](=O)[O-] | -4 | 101 | -4 | -1 | 0.7 | -1 | -2 | 8 | 104 | 5 | 102
C/C(N)=C(/C#N)C(=O)CSc1nc2ccccc2c(=O)n1-c1ccc(C)cc1 | -6 | 93 | -5 | 0 | 3.6 | 0 | -4 | 11 | 96 | 3 | 93
O=C(Nc1ccc(S(=O)(=O)N2CCc3ccccc3C2)cc1)C1CCCO1 (stereo not given) | -11 | 100 | -7 | -7 | 1.8 | -14 | 0 | 30 | 105 | 3 | 100
O=C(CC1Nc2ccccc2NC1=O)Nc1cc(Cl)cc(Cl)c1 (stereo not given) | -2 | 107 | -3 | -5 | -0.2 | -1 | -3 | 12 | 101 | 0 | 105
O=C(c1cccs1)N1CCCC(c2nc(-c3ccc(F)cc3)no2)C1 (stereo not given) | 0 | 98 | 0 | 0 | 0.9 | -1 | 0 | 23 | 98 | 4 | 101
CC(=O)N1CCN(c2ccc(NC(=S)NC(=O)COc3ccc(C(C)(C)C)cc3)cc2)CC1 | -1 | 99 | -4 | 0 | 3.3 | 0 | 0 | 7 | 99 | 5 | 96
COc1ccc(CCN2C(=S)N(C)C(=O)C2CC(=O)Nc2ccc(OC)cc2)cc1 (stereo not given) | -1 | 101 | -1 | -1 | -0.1 | -4 | 0 | 14 | 100 | 0 | 99
O=C(OCC(=O)N1CCCC1)c1ccc(OC(F)(F)F)cc1 | -4 | 102 | -2 | -2 | 1.0 | -3 | -5 | 16 | 105 | 3 | 105
O=C(C/C=N/OCc1c(Cl)cccc1Cl)c1cnc(-c2ccccc2)s1 | -1 | 102 | -1 | -5 | 0.0 | -2 | 0 | 12 | 100 | 0 | 102
O=C1CC(N2CCN(C(c3ccccc3)c3ccccc3)CC2)C(=O)N1Cc1ccc(N2CCCC2=O)cc1 (stereo not given) | 1 | 96 | -3 | -2 | 2.1 | -2 | 0 | 11 | 100 | -1 | 88
Cc1c(F)cccc1NS(=O)(=O)c1ccc2c(c1)c(=O)n(C)c(=O)n2C | -1 | 102 | -2 | 0 | 0.1 | -8 | 3 | 55 | 105 | 2 | 100
Cc1nn(CC(=O)Nc2ccc(C(=O)N3CCCCC3)cc2)c(=O)c2ccccc12 | -1 | 105 | -1 | -2 | 0.1 | -1 | 0 | 25 | 109 | 1 | 112
Cc1ccc(S(=O)(=O)NNC(=O)c2cc3cc4ccccc4nc3s2)cc1 | -3 | 101 | -2 | -3 | 0.2 | -11 | 4 | 56 | 104 | 2 | 103
CCOC(=O)N1CCC(Nc2cc(C)nc3c(-c4ccccc4OC)c(C)nn23)CC1 | -9 | 101 | -4 | -9 | 1.0 | -12 | -3 | 20 | 94 | 0 | 99
O=C(Oc1ccc([N+](=O)[O-])cc1)c1cncc(Br)c1 | -5 | 105 | 4 | -1 | 0.4 | -9 | 0 | 6 | 128 | 6 | 106
COc1ccccc1N(CC(=O)Nc1ccc2c(c1)OCO2)S(=O)(=O)c1ccccc1 | 0 | 103 | 0 | 2 | 0.3 | 0 | 0 | 11 | 109 | 3 | 104
CC(C)OC(=O)C(CC(=O)O)N1CCOCC1 (stereo not given) | -1 | 101 | -2 | 0 | 0.7 | 1 | 1 | 11 | 101 | 2 | 102
Nc1cc(=O)[nH]c(SCc2nnnn2-c2ccc(Cl)cc2)n1 | -11 | 98 | -11 | -4 | 0.3 | -5 | -7 | 10 | 96 | 47 | 102
CNC(=O)/C(C#N)=C/c1cn(CC(=O)NCc2ccco2)c2ccccc12 | -3 | 96 | 0 | -2 | 0.2 | -2 | -1 | 12 | ? | 10 | 101
CC(C#CCN1CCCCC1)OCCOCc1ccccc1 (stereo not given) | 0 | 100 | 1 | 0 | 0.6 | -2 | 1 | 5 | 103 | 0 | 100
O=C(CCN1CCCCCC1)Nc1ccc(F)c(F)c1 | 0 | 101 | 0 | -3 | -0.3 | -13 | 0 | 16 | 102 | -1 | 103

Molecules shown so far that contain an NH in an aromatic ring:
SMILES | Bim-Bcl-B | RGS8-Gao reg | Bim-Bcl-XL | Bim-Bcl-2 | ABCB1 inh | Bim-Bfl-1 | Bcl-W Bim block | GSH bead fluor | RGS7-Gao reg | ABCG2 inh | RGS4-Gao reg
CCOc1ccc(CCNC(=O)c2cc3c(C)nccc3[nH]c2=O)cc1OCC | -4 | 100 | 0 | -2 | 1.8 | -4 | -1 | 14 | 104 | 4 | 103
Nc1cc(=O)[nH]c(SCc2nnnn2-c2ccc(Cl)cc2)n1 | -11 | 98 | -11 | -4 | 0.3 | -5 | -7 | 10 | 96 | 47 | 102

The listing continues:
SMILES | Bim-Bcl-B | RGS8-Gao reg | Bim-Bcl-XL | Bim-Bcl-2 | ABCB1 inh | Bim-Bfl-1 | Bcl-W Bim block | GSH bead fluor | RGS7-Gao reg | ABCG2 inh | RGS4-Gao reg
Cc1ccccc1NC(=O)c1sc2nc3c(c(-c4ccco4)c2c1N)CCC3 | 2 | 97 | 6 | 5 | 1.6 | 2 | 8 | 19 | 100 | -3 | 101
CCCC(C)NC(=O)Cc1ccccc1[N+](=O)[O-] (stereo not given) | -5 | 101 | -9 | -5 | -8.8 | -1 | -4 | 10 | 103 | 2 | 99
C#CCOCCOCCOCCNc1nc(N2CCN(C(=O)[C@H](CCC(=O)O)n3cc(C(N)Cc4ccc(O)cc4)nn3)CC2)nc(N2CCN(C(=O)[C@H](Cc3cc4ccccc4[nH]3)n3cc(C(N)[C@H](C)CC)nn3)CC2)n1 (stereo not given in full) | -7 | 109 | -5 | -5 | 0.0 | -7 | 0 | 21 | 111 | -1 | 112
COc1ccc(CCN2C(=O)C3C4CC(C5C(C(=O)N/N=C\c6ccc(Cl)cc6)=NOC45)C3C2=O)cc1OC (stereo not given) | 0 | 100 | -2 | -2 | 1.1 | -2 | 0 | 11 | 98 | 8 | 97
CCOCCCNC(=O)CC1Oc2ccc(C)cc2NC1=O (stereo not given) | -10 | 100 | -4 | -4 | 0.2 | -7 | -4 | 14 | 98 | 3 | 97
Nc1nnc(N2CCCCCC2)s1 | -9 | 99 | -3 | -5 | -0.2 | -1 | -3 | 17 | 100 | -1 | 101
COc1cc(/C=C(\C#N)C(=O)NCCc2ccccc2)cc(OC)c1O | -34 | 99 | -3 | -1 | 1.2 | 16 | 7 | 11 | 99 | 32 | 101
CCC(=O)N1c2ccccc2NC2=C(C(=O)CCC2)C1c1ccccc1 (stereo not given) | 0 | 103 | -8 | -1 | 0.8 | 2 | -1 | 14 | 98 | 3 | 101
C1CCC(n2nnnc2CN2CCCC2)CC1 | -6 | 105 | -7 | -11 | 0.2 | -8 | 0 | 17 | 101 | 1 | 101
Cc1ccc(Cn2c(N)c(S(=O)(=O)c3cccs3)c3nc4ccccc4nc32)cc1 | -7 | 99 | -3 | -6 | 0.1 | -9 | 5 | 44 | 102 | 0 | 101
CC1(C)CC(=O)C(C=Nc2cc(C(=O)c3ccccc3)ccc2N)=C(O)C1 | -2 | 103 | 0 | -2 | 2.5 | 2 | 1 | 10 | ? | 3 | 104
CCCCNC(=O)C1CCC(CNS(=O)(=O)c2ccc(NC(C)=O)cc2)CC1 (stereo not given) | -6 | 89 | 0 | 1 | 0.5 | 0 | 1 | 25 | 96 | 0 | 93
COc1cc(C(=O)NCc2ccc(C(=O)NCC(OC)OC)cc2)cc(OC)c1OC | 3 | 94 | -2 | 2 | -0.8 | 5 | 1 | 13 | 99 | -4 | 99
CCc1ccc(NC(=O)C2(c3ccccc3)CC2(Cl)Cl)cc1 (stereo not given) | 0 | 100 | 0 | -1 | 1.4 | 0 | 2 | 22 | 100 | 6 | 102
COC(=O)c1[nH]c2cc(C)ccc2c1NC(=O)CN1CCN(c2ccccc2OC)CC1 | -3 | 100 | -4 | -5 | 0.2 | -3 | -3 | 18 | 101 | 0 | 99
CCN(CC(=O)NCc1ccc(F)cc1)Cc1cc(=O)n2ccsc2n1 | 0 | 106 | 0 | -2 | 0.0 | -10 | -2 | 10 | 103 | 0 | 104
O=C(CC1Sc2ccccc2NC1=O)NCc1cccc(Cl)c1 (stereo not given) | -1 | 99 | 0 | 0 | 0.2 | -4 | 0 | 12 | 93 | 0 | 94
Cc1cc(C)c2c(C)c(C(=O)NCc3ccc(S(N)(=O)=O)cc3)oc2c1 | -2 | 100 | -3 | -3 | -0.6 | -4 | -4 | 12 | ? | -2 | 100
CCSc1nc(C2CC2)cc(-c2ccco2)c1C#N | -16 | 100 | -5 | -4 | 1.1 | 2 | -4 | 22 | 101 | 4 | 102
